Compound activity from PubChem.
PAD4 inh: inhibitors of human PAD4. AID 485272. recombinant PAD4, RCA probe fluorescence polarization. inhibition, % at 6.36 µM. Q9UM07. hit rate 0.41% among 330,000;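 active means percent inhibition above a cutoff equal to the mean of all tested compounds plus 3 SD, cut at about 15% in these data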;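 further: 0% = PAD4 with RCA probe and DMSO and 100% = probe without PAD4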
PAFAH2 inh: inhibitors of human PAFAH2 | Q99487 | recombinant PAFAH2, FP-rhodamine activity probe, fluorescence polarization | inhibition, % at 3.39 µM | hit rate 0.99% among 340,000;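 active means inhibition above the mean over all tested compounds plus 3 SD, cut at about 30% in these data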;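 further: inhibitors block probe labeling of enzyme so polarization drops; 0% = enzyme with DMSO and 100% = wells lacking PAFAH2 protein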
ZTA DNA inh: blocks Epstein-Barr virus ZTA, an EBNA-1 counter-screen | ZTA-DNA binding, fluorescence polarization | inhibition, % at 11 µM | hit rate 0.15% among 320,000; in the data active means inhibition above about 33%
LYPLA2 inh: counter-screen for PME1 inhibitors: inhibitors of human LYPLA2. O95372. recombinant LYPLA2, FP-Rh probe fluorescence polarization. inhibition, % at 5.9 µM. hit rate 0.38% among 320,000. AID 2177;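 active means inhibition above the screen-wide mean plus 3 SD, limit set per campaign, cut at about 26% in these data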;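 further: 0% = LYPLA2 with DMSO and 100% = wells lacking LYPLA2 enzyme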
GSTO1 counter: blocks human GSTO1 in RBBP9 counter-screen; recombinant GSTO1, activity-based probe fluorescence polarization; inhibition, % at 5.96 µM; hit rate 1.1% among 300,000; AID 1974;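 active means inhibition above the campaign mean inhibition plus 3 SD, cut at about 35% in these data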;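 further: 0% = GSTO1-1 with DMSO and 100% = wells lacking GSTO1-1 enzyme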
Target sequence (P78417 whole entry, looked up): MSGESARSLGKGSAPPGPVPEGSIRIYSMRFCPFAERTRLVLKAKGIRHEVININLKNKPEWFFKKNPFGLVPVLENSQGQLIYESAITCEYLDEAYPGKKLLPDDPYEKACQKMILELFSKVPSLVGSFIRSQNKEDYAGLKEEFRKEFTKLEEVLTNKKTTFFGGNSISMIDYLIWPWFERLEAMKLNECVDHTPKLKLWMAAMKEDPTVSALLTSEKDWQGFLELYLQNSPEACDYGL
PAFAH1B3 inh: inhibitors of human PAFAH1B3; AID 492972; recombinant PAFAH1B3, FP-rhodamine probe, fluorescence polarization; inhibition, % at 3.39 µM; Q15102; hit rate 0.28% among 340,000;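 active means inhibition above the screen-wide average of all tested compounds plus 3 SD, cut at about 25% in these data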;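 further: 0% = enzyme with DMSO only and 100% = wells lacking PAFAH1B3 protein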
LYPLA1 counter: blocks human lysophospholipase 1, a PME1 counter-screen; AID 2174; recombinant LYPLA1, FP-Rh probe fluorescence polarization; inhibition, % at 5.9 µM; hit rate 0.16% among 320,000;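 active means inhibition above the mean of all tested compounds plus 3 SD, set per campaign, cut at about 14% in these data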;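 further: inhibitors block serine hydrolase probe labeling of LYPLA1 so polarization falls; 0% = enzyme with DMSO and 100% = wells lacking LYPLA1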
PREPL inhibitor: inhibits the human prolyl oligopeptidase-like enzyme. Q4J6C6. recombinant PREPL, fluorescence polarization activity-based probe. inhibition, % at 5.96 µM. hit rate 0.68% among 320,000; in the data active means inhibition above about 43%;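 further: 0% = enzyme with DMSO and 100% = wells lacking enzyme; many of its hits are not listed in these tables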
Target sequence (Q4J6C6 whole entry, looked up): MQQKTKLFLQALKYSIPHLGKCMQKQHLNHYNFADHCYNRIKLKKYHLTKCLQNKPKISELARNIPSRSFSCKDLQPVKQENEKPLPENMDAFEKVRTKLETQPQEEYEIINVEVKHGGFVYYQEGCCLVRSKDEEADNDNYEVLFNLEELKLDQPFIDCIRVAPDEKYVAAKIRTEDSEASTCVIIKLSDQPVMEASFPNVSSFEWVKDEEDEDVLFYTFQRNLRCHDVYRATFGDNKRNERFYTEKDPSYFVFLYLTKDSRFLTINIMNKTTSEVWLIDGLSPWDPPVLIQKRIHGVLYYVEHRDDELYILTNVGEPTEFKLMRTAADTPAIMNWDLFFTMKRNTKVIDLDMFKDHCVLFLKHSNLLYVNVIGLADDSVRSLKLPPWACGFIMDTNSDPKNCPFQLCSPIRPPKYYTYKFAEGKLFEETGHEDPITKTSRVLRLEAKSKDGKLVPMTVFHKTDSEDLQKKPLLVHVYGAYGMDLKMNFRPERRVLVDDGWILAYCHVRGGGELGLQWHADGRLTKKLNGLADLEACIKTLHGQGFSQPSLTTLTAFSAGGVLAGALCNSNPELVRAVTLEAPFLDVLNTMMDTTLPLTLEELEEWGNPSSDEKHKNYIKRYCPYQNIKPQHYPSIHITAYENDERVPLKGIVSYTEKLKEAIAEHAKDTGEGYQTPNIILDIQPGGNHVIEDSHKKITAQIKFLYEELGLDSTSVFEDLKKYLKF
EBNA-1 inh: blocks EBNA-1 binding to DNA | EBNA-1 DNA binding, fluorescence polarization | AID 1950 | inhibition, % at 14.8 µM | hit rate 0.34% among 300,000; in the data active means inhibition above about 28%
The depositor's hits bear a star.

Screening O=C(NCCC1=CCCCC1)c1ccc2c(c1)N(Cc1ccccc1)C(=O)CS2 returned PAD4 inh -2, PAFAH2 inh 5, ZTA DNA inh 4, LYPLA2 inh -13, GSTO1 counter -4, PAFAH1B3 inh 0, LYPLA1 counter -7, PREPL inhibitor 13 and EBNA-1 inh 5.
`Cc1nn(C)c(C(=O)Nc2ccn(Cc3c(F)c(F)cc(F)c3F)n2)c1[N+](=O)[O-]` gave PAD4 inh -1, PAFAH2 inh -2, ZTA DNA inh -15, LYPLA2 inh -1, GSTO1 counter 0, PAFAH1B3 inh -2, LYPLA1 counter -1, PREPL inhibitor 3 and EBNA-1 inh -2.
O=c1[nH]c(CCC2CCCC2)nc2ccccc12 was read as PAD4 inh -6, PAFAH2 inh -1, ZTA DNA inh 5, LYPLA2 inh 2, GSTO1 counter 0, PAFAH1B3 inh 2, LYPLA1 counter -3, PREPL inhibitor 1 and EBNA-1 inh -5.
CN1CCN(C(=O)/C(=C/c2ccccc2F)NC(=O)c2ccccc2)CC1 was read as PAD4 inh 1, PAFAH2 inh 0, ZTA DNA inh 6, LYPLA2 inh 10, GSTO1 counter 6, PAFAH1B3 inh 4, LYPLA1 counter 2, PREPL inhibitor 1 and EBNA-1 inh -1.
For O=C(/C=C/c1ccc(F)cc1)c1ccc(N2CCOCC2)cc1 the results were PAD4 inh 0, PAFAH2 inh 2, ZTA DNA inh -9, LYPLA2 inh 4, GSTO1 counter 13, PAFAH1B3 inh 10, LYPLA1 counter -5, PREPL inhibitor 17 and EBNA-1 inh -8.
For O=C(C[n+]1cc(-c2ccc(Cl)cc2)n2c1CCC2)Nc1nc(-c2ccccc2)cs1 the results were PAD4 inh 0, PAFAH2 inh 0, ZTA DNA inh 1, LYPLA2 inh 6, GSTO1 counter -11, PAFAH1B3 inh 6, LYPLA1 counter 4, PREPL inhibitor -23 and EBNA-1 inh -1.
CC(OC(=O)/C=C/c1ccc2ccccc2n1)C(=O)NCc1ccccc1 (configuration not stated) was read as PAD4 inh 0, PAFAH2 inh -8, ZTA DNA inh -11, LYPLA2 inh 1, GSTO1 counter -9, PAFAH1B3 inh 5, LYPLA1 counter 0, PREPL inhibitor -2 and EBNA-1 inh -1.
COc1ccc(OCCSc2nnc(-c3ccccc3)n2N)cc1 was read as PAD4 inh -1, PAFAH2 inh -2, ZTA DNA inh -5, LYPLA2 inh 1, GSTO1 counter 4, PAFAH1B3 inh 1, LYPLA1 counter 4, PREPL inhibitor -8 and EBNA-1 inh 5.
For Cc1ccccc1C(=O)NNC(=O)c1cc(N)cc([N+](=O)[O-])c1 the results were PAD4 inh 2, PAFAH2 inh 2, ZTA DNA inh 14, LYPLA2 inh 0, GSTO1 counter -1, PAFAH1B3 inh 2, LYPLA1 counter -5, PREPL inhibitor 15 and EBNA-1 inh 9.
For COc1ccc(Cl)cc1N1C(=O)CC(N2CCc3ccccc32)C1=O (configuration not stated) the results were PAD4 inh -3, PAFAH2 inh 3, ZTA DNA inh 15, LYPLA2 inh 1, GSTO1 counter -2, PAFAH1B3 inh 5, LYPLA1 counter 5, PREPL inhibitor 12 and EBNA-1 inh 2.

Of the compounds above, three contain sulfur.
Screening O=C(NCCC1=CCCCC1)c1ccc2c(c1)N(Cc1ccccc1)C(=O)CS2 returned PAD4 inh -2, PAFAH2 inh 5, ZTA DNA inh 4, LYPLA2 inh -13, GSTO1 counter -4, PAFAH1B3 inh 0, LYPLA1 counter -7, PREPL inhibitor 13 and EBNA-1 inh 5.
For O=C(C[n+]1cc(-c2ccc(Cl)cc2)n2c1CCC2)Nc1nc(-c2ccccc2)cs1 the results were PAD4 inh 0, PAFAH2 inh 0, ZTA DNA inh 1, LYPLA2 inh 6, GSTO1 counter -11, PAFAH1B3 inh 6, LYPLA1 counter 4, PREPL inhibitor -23 and EBNA-1 inh -1.
COc1ccc(OCCSc2nnc(-c3ccccc3)n2N)cc1 was read as PAD4 inh -1, PAFAH2 inh -2, ZTA DNA inh -5, LYPLA2 inh 1, GSTO1 counter 4, PAFAH1B3 inh 1, LYPLA1 counter 4, PREPL inhibitor -8 and EBNA-1 inh 5.

The results go on.
CCOC(=O)C1CCCN(C2=C(NS(=O)(=O)c3ccc(Br)cc3)C(=O)c3ccccc3C2=O)C1 (configuration not stated) was read as PAD4 inh -10, PAFAH2 inh 17, ZTA DNA inh -1, LYPLA2 inh -2, GSTO1 counter 43*, PAFAH1B3 inh 16, LYPLA1 counter 1, PREPL inhibitor 8 and EBNA-1 inh -9.
`NS(=O)(=O)c1ccc(N2CCCCCC2)c([N+](=O)[O-])c1` gave PAD4 inh -6, ZTA DNA inh -14, LYPLA2 inh 2, GSTO1 counter -9, LYPLA1 counter -1, PREPL inhibitor 3 and EBNA-1 inh 3.
Screening CCOC(=O)N1CCN(S(=O)(=O)c2ccc(C(=O)Nc3nc4ccc(F)cc4s3)cc2)CC1 returned PAD4 inh 5, PAFAH2 inh 6, ZTA DNA inh -1, LYPLA2 inh -4, GSTO1 counter -6, PAFAH1B3 inh 2, LYPLA1 counter -2, PREPL inhibitor -4 and EBNA-1 inh 1.
`O=C(Nc1ccc(Cl)cc1)c1ccncc1` gave PAD4 inh -4, PAFAH2 inh 4, ZTA DNA inh -15, LYPLA2 inh 2, GSTO1 counter -5, PAFAH1B3 inh -2, LYPLA1 counter 2, PREPL inhibitor 3 and EBNA-1 inh -17.
Screening COc1cccc(OC)c1OCc1cc(C2C3CCCC=C3C(C#N)=C(N)C2(C#N)C#N)c(C)cc1C (configuration not stated) returned PAD4 inh 0, PAFAH2 inh -3, ZTA DNA inh 14, LYPLA2 inh -8, GSTO1 counter -2, PAFAH1B3 inh -1, LYPLA1 counter -8, PREPL inhibitor -1 and EBNA-1 inh 10.
O=C1CCCC(O)=C1N=Nc1cccc(C(=O)O)c1 was read as PAD4 inh -13, PAFAH2 inh 29, ZTA DNA inh -8, LYPLA2 inh -1, GSTO1 counter 11, PAFAH1B3 inh 23, LYPLA1 counter -1, PREPL inhibitor 13 and EBNA-1 inh -11.
CCOc1ccc(CNCCCSc2ncccn2)cc1OC was read as PAD4 inh -5, PAFAH2 inh -8, ZTA DNA inh 13, LYPLA2 inh 0, GSTO1 counter 0, PAFAH1B3 inh 7, LYPLA1 counter -2, PREPL inhibitor -8 and EBNA-1 inh -1.
O=C(COc1ccc(S(=O)(=O)NC2CCCCC2)cc1)NCCC1=CCCCC1 was read as PAD4 inh 1, PAFAH2 inh 7, ZTA DNA inh -15, LYPLA2 inh 3, GSTO1 counter 0, PAFAH1B3 inh -2, LYPLA1 counter 1, PREPL inhibitor -1 and EBNA-1 inh 7.
CCC1=Nc2cc(C(=O)NCCCN3CCOCC3)ccc2Sc2ccc(Br)cc21 was read as PAD4 inh -5, PAFAH2 inh 0, ZTA DNA inh 1, LYPLA2 inh 1, GSTO1 counter 1, PAFAH1B3 inh 7, LYPLA1 counter 5, PREPL inhibitor -1 and EBNA-1 inh -2.
COc1ccc(-n2ccnc2SCC(=O)NCc2ccc3c(c2)OCO3)cc1 was read as PAD4 inh 3, PAFAH2 inh 6, ZTA DNA inh 2, LYPLA2 inh 5, GSTO1 counter 4, PAFAH1B3 inh 0, LYPLA1 counter 1, PREPL inhibitor 1 and EBNA-1 inh 9.
For Cc1ccc(NC(=O)c2cccc(N3C(=O)CCC3=O)c2)nc1 the results were PAD4 inh 3, PAFAH2 inh -9, ZTA DNA inh -4, LYPLA2 inh 8, GSTO1 counter 0, PAFAH1B3 inh 3, LYPLA1 counter 0, PREPL inhibitor 6 and EBNA-1 inh -3.
For O=C(NCCc1ccccc1)C1CCCN1C(=O)Nc1cccc(Cl)c1 (configuration not stated) the results were PAD4 inh -8, PAFAH2 inh 8, ZTA DNA inh 4, LYPLA2 inh -1, GSTO1 counter -2, PAFAH1B3 inh -1, LYPLA1 counter -2, PREPL inhibitor -11 and EBNA-1 inh 0.
Screening NC(=O)NCc1ccc(C(=O)OCc2ccncc2)cc1 returned PAD4 inh -1, PAFAH2 inh -9, ZTA DNA inh 9, LYPLA2 inh 6, GSTO1 counter 5, PAFAH1B3 inh 6, LYPLA1 counter 3, PREPL inhibitor -3 and EBNA-1 inh 4.
Screening CN(C)c1ccc(/C=C/C(=O)c2cccc(Br)c2)cc1 returned PAD4 inh -4, PAFAH2 inh -6, ZTA DNA inh 8, LYPLA2 inh -19, GSTO1 counter -16, PAFAH1B3 inh -4, LYPLA1 counter -11, PREPL inhibitor 18 and EBNA-1 inh -1.
Screening CC(C)(C)[C@@H]1C=C(C(=O)N2CCN(Cc3ccc4c(c3)OCO4)CC2)O[C@H](OCc2ccc(CO)cc2)C1 returned PAD4 inh -7, PAFAH2 inh 1, ZTA DNA inh 0, LYPLA2 inh 7, GSTO1 counter -2, PAFAH1B3 inh 1, LYPLA1 counter 2, PREPL inhibitor 25 and EBNA-1 inh 3.
`Cc1ccc(NC(=O)COC(=O)C2C3CC4OC(=O)C2C4C3)cc1Cl` (configuration not stated) gave PAD4 inh 1, PAFAH2 inh 88*, ZTA DNA inh -3, LYPLA2 inh -2, GSTO1 counter 5, PAFAH1B3 inh 3, LYPLA1 counter 0, PREPL inhibitor 5 and EBNA-1 inh 5.
CC(C)Oc1ccc2c(=O)c(-c3ccccc3)coc2c1 was read as PAD4 inh 1, PAFAH2 inh -2, ZTA DNA inh 10, LYPLA2 inh 5, GSTO1 counter 2, PAFAH1B3 inh 2, LYPLA1 counter 0, PREPL inhibitor -3 and EBNA-1 inh -4.
`CCN(Cc1ccccc1)C(=O)c1oc2ccc(C)cc2c1C` gave PAD4 inh 1, PAFAH2 inh 2, ZTA DNA inh 1, LYPLA2 inh 5, GSTO1 counter 7, PAFAH1B3 inh 4, LYPLA1 counter 5, PREPL inhibitor -4 and EBNA-1 inh 3.
Screening Cc1ccc(C(=O)CCC(=O)OCC(=O)Nc2ccccc2SCC#N)cc1 returned PAD4 inh -1, PAFAH2 inh 0, ZTA DNA inh -16, LYPLA2 inh 8, PAFAH1B3 inh 11, LYPLA1 counter 3 and PREPL inhibitor 10.
Screening CCC(c1nnnn1CCOC)N1CCN(c2nc3ccccc3s2)CC1 (configuration not stated) returned PAD4 inh -3, PAFAH2 inh 1, ZTA DNA inh 4, LYPLA2 inh 4, GSTO1 counter -4, PAFAH1B3 inh 4, LYPLA1 counter 1, PREPL inhibitor 18 and EBNA-1 inh 4.
For Nc1cc(C(=O)OCC(=O)NCC2CCCO2)ccc1Cl (configuration not stated) the results were PAD4 inh -7, PAFAH2 inh 19, ZTA DNA inh -7, LYPLA2 inh -4, GSTO1 counter 4, PAFAH1B3 inh -3, LYPLA1 counter -1, PREPL inhibitor 11 and EBNA-1 inh -14.
`COc1ccc(C(=O)Nc2ccnn2C2CCN(Cc3ccccn3)CC2)cc1` gave PAD4 inh -5, PAFAH2 inh 1, ZTA DNA inh 9, LYPLA2 inh -1, GSTO1 counter -7, PAFAH1B3 inh 1, LYPLA1 counter -5, PREPL inhibitor 1 and EBNA-1 inh 3.
`COc1cccc(CN2CCC(C(=O)N3CCC(C)CC3)CC2)c1` gave PAD4 inh 1, PAFAH2 inh 6, ZTA DNA inh 14, LYPLA2 inh -4, GSTO1 counter -9, PAFAH1B3 inh 4, LYPLA1 counter 0, PREPL inhibitor 26 and EBNA-1 inh 0.

This is a subset; rates above refer to the full screens.
